H1N1 NS1A inhibition – H1N1 influenza NS1A inhibitors, functional cell based assay (AID 504329). NS1A functional cell-based assay, percent inhibition; higher % means a stronger effect. one-dose inhibition, % at 12.5 µM; IC50 in µM for titrated hits. hit rate 0.3% among 340,000; in the data active means a potency from the dose series; inconclusive means inhibition above about 27% without an active follow-up result; further: strong numbers were not always called active
H37Rv inhibition – M. tuberculosis growth inhibition, HTS (AID 449762) | hit rate 0.59% among 330,000 | M. tuberculosis H37Rv growth inhibition, 7H9 media; higher % means a stronger effect | one-dose inhibition, % at 25 µM; IC50 in µM for titrated hits; in the data active means a potency from the dose series; inconclusive means inhibition above about 70% without an active follow-up result;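 further: bacterial growth assessed after seven days of incubation; strong numbers were not always called active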
tuberculosis growth – growth inhibition of non-replicating M. tuberculosis (AID 488890) | Mycobacterium tuberculosis non-replicating, growth inhibition; higher % means a stronger effect | inhibition, % at 25 µM; hits with a dose series show IC50 in µM | hit rate 0.39% among 320,000; in the data active means a potency from the dose series; inconclusive means inhibition mostly from about 82% at the one dose, without a potency; inactive means the rest, 99 in 100 with inhibition below about 76%;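 further: plate controls were DMSO cells for no effect and high antibiotic wells for full effect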
VEEV TC-83 Vero – inhibitors of VEEV TC-83 cytopathic effect, confirmation, Vero cells (AID 588727); Vero cells, VEEV TC-83 cytopathic effect inhibition; higher % means a stronger effect; one-dose inhibition, % at 20 µM; IC50 in µM for titrated hits; hit rate 0.13% among 350,000; in the data active means a potency from the dose series; inconclusive means inhibition mostly from about 14% at the one dose, without a potency; inactive means the rest, 99 in 100 with inhibition below about 12%; further: strong numbers were not always called active
Salmonella PhoP GFP – PhoP regulon inhibitors, Salmonella typhi PhoP promoter GFP reporter, confirmatory (AID 1850); Salmonella Typhi PhoP-promoter GFP reporter, fluorescence, 4 h; higher % means a stronger effect; inhibition, % at 50 µM, or IC50 in µM where a hit was titrated; hit rate 0.33% among 310,000; in the data active means a potency from the dose series; inconclusive means inhibition mostly from about 25% at the one dose, without a potency; inactive means the rest, 99 in 100 with inhibition below about 19%;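 further: 0% = induced wells with vehicle and 100% = uninduced wells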
* hit, by the source's call; i = inactive; ? = inconclusive; / = no result given.

#	Compound	H1N1 NS1A inhibition	H37Rv inhibition	tuberculosis growth
1	COc1ccc(C(=O)N2CCN(C)C(=O)[C@@H]2C)cc1OC1CCN(C(C)C)CC1	-6%	-22%	/
2	Nc1nc(N)c(N=Nc2ccc(SCC(=O)O)cc2)c(=O)[nH]1	0%	3%	-11%
3	CCN(CC(=O)Nc1ccccc1OC)C(=O)CN1C(=O)NC2(CCCC2)C1=O	-6%	-1%	-19%
4	NC(=O)CSc1nnnn1-c1ccc2c(c1)OCCO2	3%	0%	3%
5	CC1(C)CC2(CCO1)C(Nc1ccccc1)=NC(=S)N2c1ccccc1 (stereo not drawn)	/	-1%	9%
6	O=C(O)/C(=C\c1ccc(Cl)cc1)c1ccc(S(=O)(=O)N2CCCC2)s1	-3%	3%	15%
7	CN(C)CCN1C(=O)C(O)=C(C(=O)c2cc3ccccc3o2)C1c1ccccn1 (stereo not drawn)	/	1%	2%
8	CCOc1ccc(NC(=O)c2ccc(NS(=O)(=O)c3cccc4cccnc34)cc2)cc1	-4%	/	/
9	CCN(CC)S(=O)(=O)c1ccc(S(=O)(=O)Nc2ccc3c(c2)oc2ccccc23)cc1	-13%	-24%	4%
10	Cc1ccc(S(=O)(=O)N(C)CC(=O)NCC(c2ccco2)N(C)C)cc1 (stereo not drawn)	-7%	-12%	-7%
11	Cc1ccccc1Cn1c(C)nc2ccccc21	-29%	-2%	17%
12	Cc1ccc(S(=O)(=O)NCCCOC(=O)Nc2ccncc2)cc1	-21%	0%	-12%
13	COC(=O)c1ccccc1NC(=O)C(C)NS(=O)(=O)c1ccc(OC)cc1 (stereo not drawn)	0%	2%	1%
14	COc1ccc(C(=O)C2CCN(C(=O)c3ccc(F)cc3)CC2)cc1	3%	6%	52%
15	O=C(c1ccc(Cl)cc1)N1CCN(C(=O)C2CCCCC2)CC1	0%	4%	2%

#	VEEV TC-83 Vero	Salmonella PhoP GFP
1	i	-8%
2	i	-8%
3	1.9%	1%
4	4.1%	-24%
5	/	10%
6	0.4%	/
7	/	31%
8	2.9%	/
9	i	-8%
10	i	/
11	i	12%
12	i	0%
13	0.2%	3%
14	1.0%	-9%
15	i	-6%

The list goes on:
#	Compound	H1N1 NS1A inhibition	H37Rv inhibition	tuberculosis growth
16	C=C(C)COc1ccc(-c2[nH]ncc2Oc2ccc(OC)cc2)c(O)c1	2%	1%	/
17	CCOCCCNCc1ccc(OCCC(C)C)c(OC)c1	6%	0%	8%
18	O=C(NC1=NCCS1)c1ccc(C(F)(F)F)cc1	-1%	2%	26%
19	NCC/C=C1/c2ccccc2CSc2ccccc21	10%	1%	9%
20	O=C(NC1CC1)C1=C[C@H](c2coc3ccccc3c2=O)C[C@H](OCc2ccc(CO)cc2)O1	1%	2%	-24%
21	Cc1ccc(-n2ncc3c2CC(C)(C)CC3NC(=O)c2c(C)noc2C)cc1 (stereo not drawn)	2%	5%	39%
22	CC(=O)Nc1cccc(NC(=O)CSc2nnc3ccc(-c4cccnc4)nn23)c1	3%	-4%	-11%
23	CS(=O)(=O)N(CCc1ccccc1)CC(=O)NCc1ccccc1Cl	-17%	-1%	-4%
24	Cc1ccc2nc3c(c(C(=O)OCC(=O)N(C)C4CCS(=O)(=O)C4)c2c1)CCCC3 (stereo not drawn)	-19%	2%	0%
25	Cc1cc(/C=C(\C#N)C(=O)NCc2ccco2)c(C)n1C1CCCC1	6%	-7%	31%
26	COc1ccccc1C(=O)NCCC(=O)NCC(c1ccco1)N1CCCCC1 (stereo not drawn)	-1%	-6%	9%
27	COC(=O)c1c(NS(=O)(=O)Cc2ccccc2)sc2c1CCCC2	-7%	-2%	43%
28	CCN(c1ccccc1)c1nc(=O)c2cccnc2s1	-10%	-5%	11%
29	CC(C)(C)c1ccc(OCC(=O)Nc2ccc3c4c(cccc24)C(=O)NC3=O)cc1	-2%	/	/
30	Cc1ccccc1OCC(=O)NS(=O)(=O)c1ccc(Cl)cc1	7%	-3%	27%

#	VEEV TC-83 Vero	Salmonella PhoP GFP
16	3.9%	7%
17	0.6%	5%
18	1.0%	-6%
19	i	33%
20	1.8%	4%
21	2.8%	9%
22	0.1%	-13%
23	0.1%	2%
24	4.1%	6%
25	i	2%
26	1.7%	-3%
27	0.7%	-5%
28	1.3%	-9%
29	8.9%	/
30	1.3%	-1%

Additional entries follow.
#	Compound	H1N1 NS1A inhibition	H37Rv inhibition	tuberculosis growth
31	CCOC(=O)c1ccccc1NC(=O)COC(=O)CN1C(=O)C2CC=CCC2C1=O (stereo not drawn)	-1%	3%	5%
32	Cc1ccc(NC(=O)CN2C(=O)NC3(CCCc4ccccc43)C2=O)c(Cl)c1 (stereo not drawn)	5%	3%	25%
33	COC(=O)c1cc(NC(=O)c2ccc(F)cc2)cc(C(=O)OC)c1	-5%	10%	28%
34	NS(=O)(=O)c1ccc(NC(=O)COC(=O)C2(c3ccccc3F)CCCC2)cc1	-11%	3%	11%
35	O=C(NC1CCCCC1)c1ccc(S(=O)(=O)N2CCCCC2)cc1	-8%	0%	16%
36	O=C(Nc1ccccc1N1CCN(C(=O)c2ccccc2)CC1)c1ccco1	3%	4%	-5%
37	Cc1cc(C)c(NC(=O)CNC(=O)c2ccccc2OCc2c(C)noc2C)c(C)c1	-6%	4%	5%
38	FC(F)Oc1ccccc1/C=N/n1cnc2ccccc21	-8%	-2%	-2%
39	COc1ccc(-c2csc(N(CC(C)C)C(=O)c3ccco3)n2)cc1	-1%	59%	15%
40	Cn1nccc1C(=O)Nc1ccccc1C(=O)O	0%	-5%	12%
41	CCOC(=O)CSc1nnc(CNC(=O)c2ccccc2OC)n1-c1ccc(OC)cc1	4%	-5%	-2%
42	COc1ccc(NC(=O)CN2C(=O)NC3(CCCC3)C2=O)cc1Cl	7%	50%	42%
43	Cc1cccc(OCCCc2c(C)n[nH]c2C)c1	-7%	?	?
44	CC(C)CC(=O)NS(=O)(=O)c1ccc(NC(=O)c2ccco2)cc1	1%	-1%	-3%
45	Clc1ccccc1-c1ccc(/C=N/Nc2nncc(-c3ccccc3)n2)o1	16%	2%	7%

#	VEEV TC-83 Vero	Salmonella PhoP GFP
31	i	9%
32	1.1%	/
33	1.1%	14%
34	0.7%	-25%
35	0.8%	3%
36	8.1%	5%
37	1.2%	5%
38	6.6%	-5%
39	1.2%	5%
40	i	-1%
41	1.4%	-11%
42	i	-2%
43	i	4%
44	2.8%	-10%
45	1.1%	-1%

The last two compounds of the part above lead into the next.
#	Compound	H1N1 NS1A inhibition	H37Rv inhibition	tuberculosis growth
44	CC(C)CC(=O)NS(=O)(=O)c1ccc(NC(=O)c2ccco2)cc1	1%	-1%	-3%
45	Clc1ccccc1-c1ccc(/C=N/Nc2nncc(-c3ccccc3)n2)o1	16%	2%	7%
46	COc1ccccc1C(=O)N1CCC(N2CCN(c3ccccc3OC)CC2)CC1	-17%	2%	7%
47	NC(=O)C1CCN(C(=O)c2ccc(F)c(S(=O)(=O)N3CCOCC3)c2)CC1	-12%	2%	-10%
48	CCOC(=O)c1ccccc1N/C=C1\CCCC1=O	-2%	8%	14%
49	Cc1c(Cl)cccc1Nc1nc(N)nc(CSc2ncccn2)n1	-2%	10%	12%
50	COc1ccccc1NC(=S)NC(=O)Cc1ccccc1	/	46%	20%
51	Cc1ccc(O)c(NC(=S)NC(=O)CC(C)C)c1	-6%	-2%	11%
52	Cc1cc(C)n(CC(C)C(=O)O)n1 (stereo not drawn)	10%	-9%	-5%
53	Cc1ncc([N+](=O)[O-])n1Cc1ccc(F)cc1	5%	-3%	-7%
54	COc1cc(OC)c2c(-c3ccccc3)cc(=O)oc2c1C(CC(=O)N1CCCC1)c1ccc2c(c1)OCO2 (stereo not drawn)	-9%	-1%	6%
55	O=C(/C=C/c1c(Cl)nc2ccccn12)Nc1ccc(F)cc1	1%	5%	0%
56	O=C(OCC(=O)c1ccc[nH]1)c1ccc(S(=O)(=O)N2CCCCCC2)cc1	-4%	6%	74%
57	Cc1cccc(CC(=O)Nc2cccnc2)c1	-14%	0%	3%
58	CCN(CC)C(=O)[C@H]1C[C@H](CC(=O)NCCCn2ccnc2)C(=O)N2CCc3c([nH]c4cc(CCC(=O)N(C)C)ccc34)[C@]12C	15%	/	/
59	Cc1ccc(/C=C/C(=O)NC2CCCCCCC2)o1	-4%	?	13%
60	O=C(CC(=O)c1ccncc1)c1ccccc1	2%	/	/

#	VEEV TC-83 Vero	Salmonella PhoP GFP
44	2.8%	-10%
45	1.1%	-1%
46	3.0%	-1%
47	1.7%	/
48	3.8%	-11%
49	9.5%	-7%
50	0.2%	1%
51	1.1%	0%
52	i	15%
53	i	-118%
54	4.8%	10%
55	2.4%	-6%
56	1.8%	0%
57	i	1%
58	i	/
59	i	-5%
60	0.1%	/

Reprinted from the part before: 3 entries, followed by the next part.
#	Compound	H1N1 NS1A inhibition	H37Rv inhibition	tuberculosis growth
58	CCN(CC)C(=O)[C@H]1C[C@H](CC(=O)NCCCn2ccnc2)C(=O)N2CCc3c([nH]c4cc(CCC(=O)N(C)C)ccc34)[C@]12C	15%	/	/
59	Cc1ccc(/C=C/C(=O)NC2CCCCCCC2)o1	-4%	?	13%
60	O=C(CC(=O)c1ccncc1)c1ccccc1	2%	/	/
61	Cc1ccc2nc(N(CCCN(C)C)C(=O)c3cc4ccccc4oc3=O)sc2c1	8%	-9%	27%
62	Cc1ccc(-c2noc(CN(C(=O)C(c3ccccc3)c3ccccc3)C(C)C)n2)cc1	2%	-3%	12%
63	COc1ccc(S(=O)(=O)N(C)CC(=O)N2CCN(c3ccc(F)cc3)CC2)cc1OC	-5%	/	/
64	O=C(c1cc2cc(Cl)ccc2oc1=O)N1CCCCCCC1	-5%	5%	19%
65	CCOC(=O)c1ccc2nc(C)c3c(c2c1)OC(C)C3 (stereo not drawn)	-20%	55%	36%
66	COc1ccc(NC(=O)Cn2cnc3ccccc3c2=O)cc1OC	-7%	-2%	-5%
67	Cc1ccc2oc(-c3ccco3)cc(=O)c2c1	11%	10%	3%
68	O=C(OCC(=O)N1CCCCC1)c1c[nH]c2ccccc12	-4%	-5%	-5%
69	CCOC(=O)COc1ccc2c(=O)cc(-c3ccccc3)oc2c1	/	?	0.83µM*
70	COC(=O)C1=C(C)NC(C)=C(C(=O)OC)C1c1ccc(-c2cccc(Cl)c2Cl)o1	-9%	-4%	-19%
71	COCCNC(=O)C(c1cccnc1)N(Cc1ccccc1)C(=O)Cn1nnc2ccccc21 (stereo not drawn)	-2%	-5%	1%
72	CCOC(=O)[C@H]1[C@H]2COc3ccc(OC)cc3[C@@H]2N2C(=O)CN(Cc3ccco3)C(=O)[C@@]12C	-21%	9%	9%
73	Cc1[nH]c2ccc(F)cc2c1CCN(Cc1cccnc1)C(=S)Nc1ccc(F)cc1	-3%	9%	7%
74	CCCCN(CCCC)CC(O)COc1ccccc1Br (stereo not drawn)	-3%	7%	68%
75	CCCCCCC(C)n1[nH]c(=O)cc1N (stereo not drawn)	11%	3%	48%

#	VEEV TC-83 Vero	Salmonella PhoP GFP
58	i	/
59	i	-5%
60	0.1%	/
61	0.1%	-2%
62	i	12%
63	0.2%	9%
64	i	-7%
65	5.1%	-11%
66	0.5%	12%
67	1.8%	0%
68	i	/
69	0.3%	0%
70	2.1%	-3%
71	0.4%	-9%
72	4.5%	/
73	4.4%	1%
74	1.5%	-9%
75	1.2%	7%

The list continues.
#	Compound	H1N1 NS1A inhibition	H37Rv inhibition	tuberculosis growth
76	C[C@H](NC(=O)c1nc[nH]c1C(=O)OCc1ccccc1)c1ccccc1	-30%	-3%	5%
77	CCOC(=O)C1=C(N)OC2=C(C(=O)CC(C)(C)C2)C1c1cc(CSc2nnnn2C)cs1 (stereo not drawn)	15%	10%	77%
78	c1ccc2c(c1)Cc1ccccc1O2	5%	0%	32%
79	O=C(Nc1cccc(NC(=O)c2ccc([N+](=O)[O-])o2)c1)c1ccco1	-12%	?	?
80	COc1ccccc1C(=O)Nc1ccc2c(c1)CCCN2C(=O)c1cccs1	4%	38%	37%

#	VEEV TC-83 Vero	Salmonella PhoP GFP
76	0.3%	/
77	0.5%	-3%
78	1.4%	10%
79	0.4%	-2%
80	4.3%	-32%

Screening results (PubChem BioAssay)

Random draw from the library; overall some 1.6% were active at least once.
